15-hLO-2 inh – 15-hLO-2 (ALOX15B) enzyme inhibition | O15296 | purified 15hLO-2, xylenol orange hydroperoxide absorbance | Potency, µM (highest dose often 57.1 µM), for inactives: at the top dose activity change, negative = inhibition, most hits filed as inhibitors | 0.56% of 110,000 active; also: potency is read from the fitted curve at half-maximal effect; nearly all actives have a fitted effect of over 60% in size; many of its hits are not listed in these tables
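Purified human 15hLO-2 (50 nM) preincubated 15 min with compound, then 45 uM arachidonic acid for 90 min at RT in 25 mM Hepes pH 7.5, 0.01% Triton X-100. Hydroperoxide detected by Fe-xylenol orange; 573/405 nm absorbance ratio.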
12-hLO inh – blocks human 12-lipoxygenase activity; purified 12-hLO, xylenol orange hydroperoxide absorbance; 0.12% of 150,000 active; Potency, µM (highest dose often 57.1 µM), without a hit: at the top dose activity change, negative = inhibition, usual class: inhibitors; P18054; also: potency is read from the fitted curve at half-maximal effect; nearly all actives have a fitted effect of over 55% in size; many of its hits are not listed in these tables
Target sequence (P18054 whole entry, looked up): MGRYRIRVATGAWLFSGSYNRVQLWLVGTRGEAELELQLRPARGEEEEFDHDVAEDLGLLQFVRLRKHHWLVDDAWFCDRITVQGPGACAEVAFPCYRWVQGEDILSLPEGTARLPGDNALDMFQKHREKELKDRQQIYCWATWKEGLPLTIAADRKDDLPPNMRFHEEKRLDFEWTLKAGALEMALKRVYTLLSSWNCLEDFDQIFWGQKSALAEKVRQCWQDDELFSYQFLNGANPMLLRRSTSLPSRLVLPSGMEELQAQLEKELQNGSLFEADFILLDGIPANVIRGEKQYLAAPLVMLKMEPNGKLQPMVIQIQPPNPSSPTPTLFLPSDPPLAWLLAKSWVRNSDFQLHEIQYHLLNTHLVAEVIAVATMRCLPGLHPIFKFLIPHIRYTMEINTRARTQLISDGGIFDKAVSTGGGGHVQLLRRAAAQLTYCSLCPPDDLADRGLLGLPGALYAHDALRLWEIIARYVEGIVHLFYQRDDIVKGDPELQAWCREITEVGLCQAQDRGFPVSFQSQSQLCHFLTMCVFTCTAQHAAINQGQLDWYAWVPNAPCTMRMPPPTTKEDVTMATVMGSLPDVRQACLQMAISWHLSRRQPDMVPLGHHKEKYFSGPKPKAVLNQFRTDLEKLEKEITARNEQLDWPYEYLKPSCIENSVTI
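Purified human 12hLO (150 nM final) was preincubated with compounds for 15 min at room temperature in 25 mM Hepes pH 7.0, 0.01% Triton X-100, then reacted with 40 uM arachidonic acid for 30 min. Hydroperoxide was detected with ferrous iron/xylenol orange.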
PNC inhibitor – inhibitors of perinucleolar compartment assembly | PC3M PTB-GFP, PNC prevalence imaging, 16 h; stronger effect = lower value | activity change (PNC), negative = inhibition, % at 10 µM | 3.1% of 140,000 active;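 active = readout at or below -70, meaning at least 70% loss of cells showing the perinucleolar compartment, a nuclear body marking cancer cells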;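 also: plate controls were DMSO wells for no effect and camptothecin positive control wells for full effect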
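Compounds are pinned in duplicate onto adhered PC3M cells stably expressing GFP-tagged PTB and incubated 16 h at 37 C. Cells are then fixed, nuclei stained with Hoechst, and PNC-positive cells counted.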
IMPase inh – cell-permeable inhibitors of inositol monophosphatase (IMPase); P97697; CHO-M1 cells, IP1 accumulation, HTRF TR-FRET ratio; inhibition (IP1 accumulation), % at 46.1 µM; 120,000 tested, under 10 active; AID 901; active = well fitted curve in the direction sought with a large enough effect in the signal ratio, not every such curve was filed as active; the % refers to the signal ratio;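 also: cells stimulated with carbachol in lithium chloride buffer; plate controls were DMSO basal wells for no effect and reference inhibitor wells for full effect; higher means more IMPase inhibition seen as more IP1 and lower FRET ratio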
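The IP-One HTRF competitive assay in carbachol-stimulated CHO-M1 cells quantifies cellular IP1. Compounds spanned up to 46 uM final, and activity is expressed as AC50 from concentration-response fits of the ratio and donor data.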
The depositor's hits bear a star. Unless noted, calls follow the shape of the dose curve; as a rule, active = well fitted curve in the direction sought with a large enough effect; inconclusive = small, poorly fitted or top-dose-only effect, or another doubt; inactive = no such curve, though single readings can be large; an effect the other way counts as inactive or inconclusive. Unless noted, % is scaled to controls: 0 for no effect and ±100 for the full control effect. The list is partial; the hit share may differ from the screen's.

Screening O=S(=O)(c1ccc(Cl)cc1)N1CN2CCN(C2)C1 returned 15-hLO-2 inh 3%, 12-hLO inh -9%, PNC inhibitor 31 and IMPase inh 5.
COc1ccccc1Sc1ccccc1CC(C)N (stereo not given) was read as 12-hLO inh 1% and PNC inhibitor 26.
COc1ccc(OCC(=O)N2CCN(Cc3nc4cc([N+](=O)[O-])ccc4n3C)CC2)cc1 was read as 12-hLO inh 0% and PNC inhibitor -23.
`CCC(N)C(O)c1ccc(O)c(O)c1` (stereo not given) gave 15-hLO-2 inh -10% and 12-hLO inh 1%.
`O=C(Nc1ccc(Cl)cc1C(=O)c1ccccc1)c1ccccc1` gave 15-hLO-2 inh -2%, 12-hLO inh -12%, PNC inhibitor -19 and IMPase inh 5.

For convenience, part of the list above:
`CCC(N)C(O)c1ccc(O)c(O)c1` (stereo not given) gave 15-hLO-2 inh -10% and 12-hLO inh 1%.
`O=C(Nc1ccc(Cl)cc1C(=O)c1ccccc1)c1ccccc1` gave 15-hLO-2 inh -2%, 12-hLO inh -12%, PNC inhibitor -19 and IMPase inh 5.

Sorted by number of heavy atoms (rising): part of the list above.
COc1ccccc1Sc1ccccc1CC(C)N (stereo not given) was read as 12-hLO inh 1% and PNC inhibitor 26.
`O=C(Nc1ccc(Cl)cc1C(=O)c1ccccc1)c1ccccc1` gave 15-hLO-2 inh -2%, 12-hLO inh -12%, PNC inhibitor -19 and IMPase inh 5.
COc1ccc(OCC(=O)N2CCN(Cc3nc4cc([N+](=O)[O-])ccc4n3C)CC2)cc1 was read as 12-hLO inh 0% and PNC inhibitor -23.
